Efflux pump inh: inhibitors of Candida efflux pumps in yeast, primary screen, S. cerevisiae, Nile Red, multiplex; S. cerevisiae Candida pump triplex; inhibition, % at 10 µM; 330,000 compounds, 0.44% hits; AID 485275, 2010;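 active means plate passing quality check with inhibition over a set limit, or well fluorescence over plate mean plus 4 SD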;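 further: Nile Red retained in pooled yeast measured as flow cytometry median fluorescence; 0% = buffer negative control and 100% = Enniatin B positive control; higher means more Nile Red kept so more efflux inhibition; some compounds called inactive have numbers as strong as hits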
proCasp7 act: procaspase-7 activators, primary screen, counter-screen for procaspase-3 activator project, biochemical, absorbance, HTS, human; 330,000 compounds, 0.093% hits; recombinant procaspase-7, Ac-DEVD-pNA absorbance 405 nm; D23A/D198A/D206A triple mutant, cannot self-cleave; scale: DMSO 0, 5 µM enzyme 100; activation, % at 8.5 µM; Caspase-7 (Homo sapiens), P55210;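 active means percent activation above the screen-wide mean plus 3 SD, cut at about 25% in these data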
Target sequence (P55210 whole entry D23A/D198A/D206A): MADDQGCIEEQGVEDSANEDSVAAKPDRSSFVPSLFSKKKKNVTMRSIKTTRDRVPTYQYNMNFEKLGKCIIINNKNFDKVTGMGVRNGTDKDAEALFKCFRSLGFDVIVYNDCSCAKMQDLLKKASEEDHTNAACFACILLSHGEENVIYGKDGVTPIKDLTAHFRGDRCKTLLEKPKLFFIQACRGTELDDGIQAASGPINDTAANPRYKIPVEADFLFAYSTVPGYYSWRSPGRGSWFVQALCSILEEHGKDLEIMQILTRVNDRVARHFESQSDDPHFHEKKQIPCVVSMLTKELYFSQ
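Assay system: Uncleavable procaspase-7 mutant enzyme | Input: 2 µM procaspase-7 mutant as dispensed | Timing: 1 h compound preincubation, 2 h substrate cleavage, 25 °C | Repeats: One well per compound | Control set: DMSO wells as 0%, DMSO with 5 µM added PC-7 as 100% | Technique: Epi-absorbance of released pNA at 405 nm, two timepoints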
Fh CTSL1 inh: Fasciola hepatica cathepsin L1 inhibitors, primary screen, counter-screen for PFM18AAP inhibitor project, biochemical, QFRET, fluorogenic peptide substrate; inhibition, % at 5.96 µM; recombinant F. hepatica cathepsin L1, Z-Leu-Arg-MCA fluorescence; 300,000 compounds, 0.49% hits; AID 1906, 2009;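 active means inhibition above the mean of all tested compounds plus 3 SD, set per screening campaign, cut at about 17% in these data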;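 further: 0% = plate median of test compound wells and 100% = 1 µM Z-Phe-Ala-diazomethylketone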
core dimer inh: inhibitors of HCV core protein dimerization, primary screen, biochemical, TR-FRET, high-throughput | TR-FRET GST/Flag-core106 dimerization, 1536-well | inhibition, % at 5 µM | 300,000 compounds, 0.33% hits | AID 1899, 2009;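 active means inhibition above the mean of all tested compounds plus 3 SD, set per screening campaign, cut at about 45% in these data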
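Assay system: Tagged HCV core106 pair (GST and Flag) | Buffer or medium: KF-containing HEPES buffer, pH 7.45, DTT, CHAPS, BSA | Also added: Eu donor and XL665 acceptor anti-tag antibodies | Dosing: One concentration, 5 µM, in 0.5% DMSO | Timing: 4 h at 22.5 °C | Technique: TR-FRET 671 and 617 nm emission | Repeats: Singlicate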
proCasp3 act: activators of human procaspase-3 D3A mutant, primary screen, biochemical, absorbance, PC-3 D3A mutant, single concentration | Caspase-3 (Homo sapiens), P42574 | recombinant procaspase-3 D3A, Ac-DEVD-pNA absorbance 405 nm | activation, % at 8.5 µM | 330,000 compounds, 0.11% hits;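 active means activation above the mean of all tested compounds plus 3 SD, cut at about 21% in these data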;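 further: 0% = DMSO alone and 100% = DMSO wells spiked with extra 5 µM PC-3 D3A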
Target sequence (P42574 whole entry D9A/D28A/D175A): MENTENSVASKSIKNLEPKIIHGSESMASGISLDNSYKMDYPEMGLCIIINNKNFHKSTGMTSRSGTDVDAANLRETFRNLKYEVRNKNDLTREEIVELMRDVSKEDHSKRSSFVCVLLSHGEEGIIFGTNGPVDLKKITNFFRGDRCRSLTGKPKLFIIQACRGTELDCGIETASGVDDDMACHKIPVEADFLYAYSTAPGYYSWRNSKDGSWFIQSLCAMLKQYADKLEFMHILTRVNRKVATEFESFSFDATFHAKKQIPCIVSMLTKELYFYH
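Assay system – Procaspase-3 D3A mutant, all three cleavage aspartates alanine · Controls – DMSO-only low control, 5 µM PC-3 D3A high control · Schedule – 1 h compound preincubation, 2 h substrate hydrolysis at 25 °C · Signal – 405 nm absorbance of p-nitroaniline, reads at 0 and 120 min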
TPT1 inh: Candida albicans TPT1 enzyme inhibitors, primary screen, biochemical, fluorescence polarization; tRNA 2'-phosphotransferase TPT1 (Candida albicans SC5314); recombinant caTPT1, FP RNA substrate dephosphorylation; inhibition, % at 5 µM; 300,000 compounds, 0.81% hits; AID 1962, 2009;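 active means inhibition above the mean of all tested compounds plus 3 SD, set per screening campaign, cut at about 24% in these data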;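 further: plate controls were DMSO alone for no effect and ferristatin control at 100 nM for full effect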
PP5 inh: PP5 phosphatase inhibitors, primary screen, biochemical, fluorescence; Serine/threonine-protein phosphatase 5 (Homo sapiens), P53041; purified PP5c, OMFP substrate fluorescence; inhibition, % at 6.7 µM; 320,000 compounds, 0.18% hits;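 active means inhibition above the campaign's mean inhibition across all tested compounds plus 3 SD, cut at about 9.5% in these data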;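 further: 0% = DMSO only and 100% = 100 µM cantharidin control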
JMJD2C inh: inhibitors of GASC-1 histone demethylase, primary screen, biochemical, fluorescence, DELFIA europium | GST-JMJD2C(1-420) H3K9me3 demethylation | AID 2099, 2009 | 330,000 compounds, 0.069% hits | inhibition, % at 2.35 µM;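 active means more than half of a compound's replicate wells show inhibition beyond 50%, single wells judged on their own value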;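 further: signal counts dimethyl H3K9 product captured on neutravidin plate; 0% = median of DMSO wells and 100% = 0.3 times that DMSO median; strong numbers were not always called active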
Target sequence (Q9H3R0 1-420 limits assumed): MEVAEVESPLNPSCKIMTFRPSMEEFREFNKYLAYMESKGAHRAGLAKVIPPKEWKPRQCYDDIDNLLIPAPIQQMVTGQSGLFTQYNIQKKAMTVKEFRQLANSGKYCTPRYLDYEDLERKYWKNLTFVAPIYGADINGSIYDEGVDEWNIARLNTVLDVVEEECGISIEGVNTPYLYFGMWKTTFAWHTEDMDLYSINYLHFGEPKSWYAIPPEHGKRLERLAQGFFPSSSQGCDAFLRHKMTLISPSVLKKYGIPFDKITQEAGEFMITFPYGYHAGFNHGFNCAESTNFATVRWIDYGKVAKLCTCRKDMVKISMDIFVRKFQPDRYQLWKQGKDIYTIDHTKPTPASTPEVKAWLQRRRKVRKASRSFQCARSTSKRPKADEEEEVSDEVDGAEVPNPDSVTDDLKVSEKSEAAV
PP1 inh: PP1-alpha phosphatase inhibitors, primary screen, counter-screen for PP5 inhibitor project, biochemical, fluorescence, OMFP substrate, single point. Serine/threonine-protein phosphatase PP1-alpha catalytic subunit (Homo sapiens), P62136. purified PP1alpha. inhibition, % at 6.7 µM. 320,000 compounds, 0.9% hits. AID 2235, 2010;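 active means inhibition above the mean inhibition of all tested compounds plus 3 SD, computed separately for each screening campaign, cut at about 15% in these data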
* marks the source's active call; other numbers are inactive results; . = not tested or not shown.

SMILES	Efflux pump inh	proCasp7 act	Fh CTSL1 inh	core dimer inh	proCasp3 act	TPT1 inh	PP5 inh	JMJD2C inh	PP1 inh
CN(CC(=O)Nc1ccc(F)cc1Cl)Cc1cccs1	-0.2	11	-2	3	11	4	3.0	5	1
Cc1ccc([N+](=O)[O-])c(OCCN2CCc3ccccc3C2)c1	0.1	12	-2	5	-6	1	-0.8	-2	-4
COCCCN1C(=O)C(=O)/C(=C(/O)c2ccc(OC(C)C)cc2)C1c1cccnc1 (stereo unspecified)	0.1	1	4	0	-6	-3	-1.7	4	-4
O=C(/C=C/c1cn(-c2ccccc2)nc1-c1cccnc1)N1CCCCC1	0.0	4	-1	7	-2	-1	-1.1	3	1
COc1ccc(Nc2nc3cc(C)ccc3cc2C#N)c(OC)c1	-0.1	9	-4	-3	4	-3	0.9	8	-2
CCOC(=O)C1=C(C)N=c2s/c(=C/c3ccc(OCC(=O)O)c(OC)c3)c(=O)n2C1c1ccc(Cl)cc1 (stereo unspecified)	-0.2	-11	0	12	3	42*	1.0	15	8
COc1ccc(C(=O)COC(=O)COc2cc(C)cc(C)c2)cc1	0.1	-5	-9	-4	4	-2	4.6	2	1
Cc1cccc(CN2CCNC2=O)c1	0.1	-3	-1	3	-1	0	0.8	3	-3
Cc1ccc(S(=O)(=O)N(C)C)cc1NC(=O)c1sccc1Cl	0.0	-4	-2	4	1	-4	0.2	-25	-1
Cc1sc(=NC(=O)c2ccco2)n(C)c1-c1ccc(Cl)cc1	-0.1	5	0	4	0	-5	2.8	0	2
CC(C)[C@H](NC(=O)[C@@H]1Cc2ccccc2CN1C(=O)OC(C)(C)C)C(=O)NCC1CCCO1 (stereo partly specified)	0.0	-3	10	1	-6	1	0.7	-11	1
COc1cccc(OC)c1OCCCOc1ccc(C)cc1Br	0.0	7	5	-1	5	-1	0.1	10	2
CCN1CCCC1CNS(=O)(=O)c1ccc(Cl)c(C(F)(F)F)c1 (stereo unspecified)	0.1	-2	2	-17	-1	-1	0.1	-3	2
Nc1nonc1-n1nnc(C(=O)N/N=C/c2cccc(Cl)c2)c1CN1CCCC1	0.2	-5	-2	0	0	-3	-0.3	3	-2
Cc1ccc(OCC(=O)N2CCN(C(=O)Cc3ccccc3)CC2)cc1	-0.1	0	-6	3	-1	-2	-0.3	23	3
COc1ccc(NC(=O)O/N=C/c2c(C)nn(C(C)(C)C)c2C)cc1	0.1	0	-3	-6	-12	-1	1.5	-7	3
Cc1ccc(S(=O)(=O)NNC(=O)c2ccc(O)cc2)cc1	-0.1	2	-1	5	-5	-5	1.9	6	-4
CCC(Oc1ccccc1)C(=O)Nc1ccc(-c2nnc(-c3ccco3)o2)cc1 (stereo unspecified)	0.0	-5	-32	8	-4	71*	4.8	-1	10
CCN1CCN(CCn2c(=S)[nH]c3cc4c(cc3c2=O)OCO4)CC1	-0.2	6	-2	-1	9	-7	7.5	17	-2
Cc1cccc(-n2c(C)cc(/C=C3/C(=N)N4C(c5ccccc5)=CSC4=NC3=O)c2C)c1	-0.4	3	-1	11	-4	-1	-2.1	-6	1
Cc1ccc(-n2ncc3c(=O)n(CC(=O)NCc4ccco4)cnc32)cc1C	0.1	-1	2	7	1	-1	-1.0	7	-1
CNC(=O)Cn1c(C)cc(=O)c2cccc(C)c21	-0.1	0	4	0	-21	1	-0.3	-1	-4
COc1ccc(N2C(=O)CC(NCc3ccc(F)cc3)C2=O)cc1 (stereo unspecified)	-0.2	-26	1	2	-14	2	2.9	6	0
CC(OC(=O)CCc1ccccc1)C(=O)Nc1ncc(Cl)cc1Cl (stereo unspecified)	0.2	-8	-19	-7	5	1	0.9	-2	-4
CC(=O)Nc1ccc(CN2CCN(CC(C)C)C(CCO)C2)cc1 (stereo unspecified)	0.0	-5	2	-6	0	-1	0.5	-17	-2
C/C(Cn1nnc2ccccc21)=N\NC(=O)c1ccc(Br)cc1	-0.1	1	-10	2	-1	-1	2.5	1	-3
CCOc1cc(N2CCOCC2)c(OCC)cc1NC(=O)COC(=O)COc1cc(C)cc(C)c1	0.1	11	-3	-5	6	6	-0.1	-1	-1
CCN1CCN(c2oc(COc3ccc(-c4ccccc4)cc3)nc2C#N)CC1	0.4	11	0	1	0	6	6.2	0	5
Cc1ccc(CNC(=O)C2CC(c3cccc([N+](=O)[O-])c3)=NO2)cc1 (stereo unspecified)	-0.1	7	1	2	4	0	2.2	2	-1
Cc1ccccc1N1CCN(CCN2C(=O)CC(=C3c4ccccc4-c4ccccc43)C2=O)CC1	-0.1	-10	5	4	5	3	4.2	1	13
O=[N+]([O-])c1ccc(C2=Nn3c(Cn4nnc5ccccc54)nnc3SC2)cc1	0.0	-18	-3	5	-8	1	0.0	-7	-4
Cc1ccccc1N1CCN(Cc2ccc([N+](=O)[O-])o2)CC1	0.2	12	1	3	-3	0	3.9	14	-1
S=C(Nc1ccccc1Cl)N(CCCN1CCOCC1)Cc1ccco1	0.2	-5	1	-6	-10	-4	0.9	3	2
CCCS(=O)(=O)N1CCCC(C(=O)NC2CCCCC2)C1 (stereo unspecified)	0.0	5	-4	-2	3	-3	2.2	-1	3
COCCn1c(=S)[nH]c2cc(C(=O)NCCCN3CCOCC3)ccc2c1=O	-0.3	-15	3	-1	0	-5	3.0	7	-2
Cn1c(N2CCC(C(N)=O)CC2)nc2c1c(=O)n(Cc1ccc(Br)cc1)c(=O)n2C	0.0	3	7	-4	12	-4	-1.5	-8	1
COc1ccc(CCNC(=O)c2c(C)nn(-c3ccccc3)c2Cl)cc1OC	-0.2	-6	1	-6	9	-6	-0.7	9	-1
N#Cc1ccccc1NC(=O)c1cc(=O)c2ccccc2o1	-0.1	2	3	-4	5	-1	2.5	4	-3
COCCCNC(=S)N/N=C/c1ccc(O)cc1O	-0.1	6	-1	-2	-3	-2	0.9	4	-6
CCOc1ccc(-n2c(SCC(=O)NC(C)CC)nc3n[nH]c(C)c3c2=N)cc1 (stereo unspecified)	0.1	4	0	7	5	-3	-0.5	4	-2
Cc1ccc(NC(=O)CSc2ccc3nnc(CCNC(=O)c4ccccc4)n3n2)c(C)c1	0.0	3	-2	0	-4	-4	1.4	11	0
COc1cc2c(cc1OC)-c1cc(Nc3cccc(C)c3)nc(=O)n1CC2	-0.2	2	5	6	6	-4	1.3	-9	1
Cc1ccc(NC(=O)CSc2nnc(Cn3c(=O)sc4ccccc43)n2C)cc1Cl	-0.6	-4	-2	-2	-3	-1	0.4	-1	-2
O=C1CCC(C(=O)NCc2ccc3c(c2)OCO3)N1 (stereo unspecified)	-0.2	7	0	-3	3	2	-1.2	-5	3
OCCC1CN(Cc2ccccc2-c2ccco2)CCN1Cc1ccsc1 (stereo unspecified)	0.0	0	-4	0	-1	4	0.6	-2	-5
CCCn1c(=O)c(C(=O)NNC(=O)c2ccccc2[N+](=O)[O-])c(O)c2ccccc21	0.2	8	3	-9	-2	-4	3.5	-11	20*
CC1Cc2ccccc2N1S(=O)(=O)c1cccc(C(=O)NCCCn2ccnc2)c1 (stereo unspecified)	0.1	3	-1	-2	10	-1	-1.4	1	-3
CCn1cc(C(=O)NCc2ccco2)c(=O)c2cc(S(=O)(=O)N3CCCCCC3)ccc21	-0.1	11	1	10	-3	0	-0.2	-1	-2
Cn1nnnc1Sc1ncnc2scc(-c3ccc([N+](=O)[O-])cc3)c12	-0.1	3	.	.	7	.	0.9	1	3
COC(=O)c1ccccc1NC(=O)CN1C(=O)c2ccccc2S1(=O)=O	0.0	1	2	5	0	0	1.6	9	-1
COc1cc2c(=O)n(CCCC(=O)NCC3CCCO3)c(=O)n(CC(=O)c3ccc(F)cc3)c2cc1OC (stereo unspecified)	0.1	7	-4	-1	3	0	-0.5	-2	-2
Cc1cnc(C(=O)N2CCN(S(=O)(=O)c3cccc(Br)c3)CC2)cn1	0.0	6	.	.	1	.	.	-1	.
CSc1ccc(CN2CCCC(CNC(=O)c3ccc(F)cc3)C2)cc1 (stereo unspecified)	-0.1	-2	-1	-7	-3	1	1.8	-1	-3
O=C(COC(=O)CNC(=O)C1CCCCC1)Nc1ccccc1	-0.1	10	.	.	9	.	.	-1	.
O=C(NCc1ccccn1)c1cccc(S(=O)(=O)Nc2ccccc2Cl)c1	0.1	-1	.	.	-2	.	-1.8	2	-4
CCOC(=O)C1=C(COC(=O)C2CC(=O)N(c3ccc(C)cc3)C2)NC(=O)NC1C (stereo unspecified)	0.0	-3	-33	-2	3	-2	0.6	-4	-2
COn1c(=S)[nH]c2ccccc2c1=O	0.2	8	1	-8	-5	-1	-1.1	1	-3
COCCCNc1nc2ccccc2nc1NS(=O)(=O)c1ccc(Cl)cc1	-0.2	11	1	4	2	-2	0.8	-1	2
CCO[C@H]1OC(C(=O)Nc2ccccc2)=C[C@@H](c2ccc(C(F)(F)F)cc2)[C@@H]1CCCO	0.1	-11	9	-18	-3	-1	7.3	26	8

An excerpt of these results, with each value named.
Cc1ccc(S(=O)(=O)N(C)C)cc1NC(=O)c1sccc1Cl
  Efflux pump inh: 0.0 | proCasp7 act: -4 | Fh CTSL1 inh: -2 | core dimer inh: 4 | proCasp3 act: 1 | TPT1 inh: -4 | PP5 inh: 0.2 | JMJD2C inh: -25 | PP1 inh: -1

Cc1sc(=NC(=O)c2ccco2)n(C)c1-c1ccc(Cl)cc1
  Efflux pump inh: -0.1 | proCasp7 act: 5 | Fh CTSL1 inh: 0 | core dimer inh: 4 | proCasp3 act: 0 | TPT1 inh: -5 | PP5 inh: 2.8 | JMJD2C inh: 0 | PP1 inh: 2

CC(C)[C@H](NC(=O)[C@@H]1Cc2ccccc2CN1C(=O)OC(C)(C)C)C(=O)NCC1CCCO1 (stereo partly specified)
  Efflux pump inh: 0.0 | proCasp7 act: -3 | Fh CTSL1 inh: 10 | core dimer inh: 1 | proCasp3 act: -6 | TPT1 inh: 1 | PP5 inh: 0.7 | JMJD2C inh: -11 | PP1 inh: 1
